Platelet DG rel – modulates dense granule release in human platelets | human platelet-rich plasma, SFLLRN dense granule ATP release, luminescence | inhibition, %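 (compounds screened at 7.5 µM in platelet-rich plasma)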 | hit rate 0.22% among 300,000;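 active = mean replicate score, as percent of positive control, at or above 50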
KCNQ1 inh – human KCNQ1 channel inhibition. B-score at 10 µM. AID 2642. P51787. hit rate 1.3% among 310,000. CHO-K1 KCNQ1, FluxOR thallium flux fluorescence; stronger effect = higher value;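 active = compounds whose thallium flux B-score, printed positive for inhibition, exceeds three library SD while starting fluorescence stays within three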;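 note: channel opened by potassium depolarization with thallium stimulus after 20 min compound exposure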
Target sequence (P51787 whole entry, looked up): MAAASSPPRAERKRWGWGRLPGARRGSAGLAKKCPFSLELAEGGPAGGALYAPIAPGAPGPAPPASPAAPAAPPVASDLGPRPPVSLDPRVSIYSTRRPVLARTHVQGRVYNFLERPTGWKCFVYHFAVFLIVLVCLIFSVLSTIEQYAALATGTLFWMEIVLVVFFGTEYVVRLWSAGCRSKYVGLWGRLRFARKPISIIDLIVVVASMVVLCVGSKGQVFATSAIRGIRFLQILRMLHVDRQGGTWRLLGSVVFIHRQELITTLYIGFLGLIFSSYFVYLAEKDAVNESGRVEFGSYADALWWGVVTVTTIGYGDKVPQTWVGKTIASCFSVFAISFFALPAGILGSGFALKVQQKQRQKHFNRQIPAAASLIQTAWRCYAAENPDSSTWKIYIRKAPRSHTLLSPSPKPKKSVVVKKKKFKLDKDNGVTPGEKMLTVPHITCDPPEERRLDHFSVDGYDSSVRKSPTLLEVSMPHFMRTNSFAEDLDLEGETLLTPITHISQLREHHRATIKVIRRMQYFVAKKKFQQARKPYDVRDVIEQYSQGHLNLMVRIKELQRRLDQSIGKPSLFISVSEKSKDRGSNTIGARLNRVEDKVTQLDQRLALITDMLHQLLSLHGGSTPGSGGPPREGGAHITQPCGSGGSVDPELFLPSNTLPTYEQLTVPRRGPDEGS
PolyA inh – inhibitors of polyadenylation in S. cerevisiae | S. cerevisiae SKY197-pL101 polyadenylation reporter, beta-gal luminescence; efflux-impaired pdr1/pdr3 knockout yeast; score 100 = 6 SD above DMSO | calls only at 12 µM | hit rate 0.02% among 300,000 | AID 1875;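 active = lowest replicate activity score at least 50, where 100 means six control SD above control mean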;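 note: yeast exposed to compound for 9 h at 30 °C; higher score means more reporter readthrough which indicates perturbed polyadenylation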
KCNK9 block – inhibitors of human KCNK9 two-pore domain potassium channel | Q9NPC2 | hit rate 1.2% among 310,000 | HEK293 KCNK9, FluxOR thallium flux fluorescence; stronger effect = lower value | B-score at 10 µM;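 active = ratio B-score over 3 SD below the library mean, with starting fluorescence within 5 SD of its mean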;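 note: negative B-score means less thallium flux so channel inhibition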
Target sequence (Q9NPC2 whole entry, looked up, the tested form may be a part): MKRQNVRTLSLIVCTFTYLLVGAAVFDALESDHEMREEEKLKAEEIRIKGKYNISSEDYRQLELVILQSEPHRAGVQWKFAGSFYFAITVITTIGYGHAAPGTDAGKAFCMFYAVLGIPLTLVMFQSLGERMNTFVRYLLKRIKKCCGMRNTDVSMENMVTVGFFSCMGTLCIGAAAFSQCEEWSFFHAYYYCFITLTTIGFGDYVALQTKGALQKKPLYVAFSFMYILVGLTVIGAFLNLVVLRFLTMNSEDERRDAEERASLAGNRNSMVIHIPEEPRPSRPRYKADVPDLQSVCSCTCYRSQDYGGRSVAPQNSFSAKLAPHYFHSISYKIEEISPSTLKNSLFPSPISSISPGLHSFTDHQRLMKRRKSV
DYRK1A inh – blocks rat Dyrk1A kinase activity. Q63470. ADP-Glo luminescence, NFATc1 peptide. inhibition, % at 12.5 µM. hit rate 0.43% among 310,000; in the data active = inhibition above about 50%;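 note: plate controls were vehicle with enzyme for no effect and no enzyme for full effect; many of its hits are not listed in these tables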
KCNQ1 pot – potentiates or activates the human KCNQ1 potassium channel; AID 2648; hit rate 0.35% among 310,000; P51787; B-score at 10 µM; CHO-K1 KCNQ1, thallium flux FluxOR fluorescence; stronger effect = higher value;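 active = fluorescence ratio B-score, a plate-corrected score, at least three library SD, with initial intensity B-score within 5 SD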
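assay system = KCNQ1-transfected CHO-K1 cells | medium = assay buffer with matched DMSO | probe or stimulus = depolarizing K+/Tl+ stimulus, K2SO4 and Tl2SO4 each 12.5 mM in 5x stock | dosing = single dose | incubation = dye 90 min, compound 20 min, room temperature | detection = kinetic FluxOR fluorescence, 10 s baseline plus 110 s post-stimulus | evaluation = ratio B score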
KCNK3 inh – human KCNK3 channel inhibition, primary screen. AID 602410. hit rate 0.84% among 340,000. CHO-KCNK3 thallium flux, FluxOR fluorescence; stronger effect = lower value. O14649. B-score at 10 µM;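 active = B-score under library mean minus 4 SD, starting fluorescence ratio at most library mean plus 5 SD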;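 note: more negative B-score means stronger inhibition of thallium flux through KCNK3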
TRPC4 act – opens the mouse TRPC4 cation channel. HEK293 TRPC4beta/mu-opioid, Fluo4 calcium fluorescence; stronger effect = higher value. B-score at 10 µM. hit rate 0.49% among 310,000. AID 2237;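 active = B-score above 5 SD of library B-scores, and initial fluorescence ratio not above library mean plus 5 SD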;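 note: positive B-score marks a calcium rise read as TRPC4 activation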
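System – HEK293 cells stably co-expressing mouse TRPC4beta and mu-opioid receptor · Signal – Fluo4 calcium-sensitive dye fluorescence, kinetic, 1 Hz baseline · Benchmarks – buffer (low) and maximal DAMGO (high) · Read-out – B score of integrated fluorescence ratio per well · Incubation – dye loading 45 min room temperature, 110 s kinetic read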
TRPC4 block – TRPC4 (mouse) channel inhibition; Q9QUQ5; HEK293 TRPC4beta/mu-opioid, DAMGO-evoked Fluo4 calcium flux; stronger effect = lower value; B-score at 10 µM; hit rate 0.39% among 300,000; AID 2247;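 active = B-score over 3 SD under the library average, no early fluorescence shift, positive overall ratio signal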
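Assay system – HEK293 line stably carrying TRPC4beta and mu-opioid receptor · Doses – single dose · Detection – Fluo4 calcium-dye fluorescence, kinetic read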
TRPC4 PAM – TRPC4 (mouse) allosteric potentiation; Q9QUQ5; HEK293 TRPC4beta/mu-opioid, DAMGO EC20, Fluo-4 Ca2+ flux; stronger effect = higher value; B-score at 10 µM; hit rate 0.42% among 310,000; AID 2227;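 active = B-score of calcium response area above 5 SD of library B-scores, with initial fluorescence ratio within 5 SD of library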;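 note: B-score of integrated fluorescence ratio over time as area under calcium response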
hERG rescue – hERG (human) protection from proarrhythmic block. Q12809. CHO-hERG, FluxOR thallium flux, dofetilide IC70 present. activation (rescue from dofetilide block), less the hit threshold, % at 10 µM. hit rate 0.51% among 310,000;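 active = activation above the mean of controls blocked by dofetilide plus 5 SD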;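 note: thallium influx through hERG after potassium depolarization seen as dye fluorescence rise; in these data hits start at about 4.7%; inactives centre near -7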
The depositor's hits bear a star; i = inactive; · = not tested or not shown; & = joins results of further samples. A portion of the library; the hit share may differ from the screen's.

Compound	Platelet DG rel	KCNQ1 inh	PolyA inh	KCNK9 block	DYRK1A inh	KCNQ1 pot	KCNK3 inh	TRPC4 act	TRPC4 block	TRPC4 PAM	hERG rescue
Cc1nc(C(F)(F)F)ccc1C(=O)NCC(O)c1ccccc1 (centres undefined)	1.0	i	i	i	4.0	i	i	i	i	i	-7.5
Cc1cc(C)c(S(=O)(=O)c2ccccc2C)c(N(C)C)n1	-4.9	i	i	i	6.8	i	i	i	i	i	-6.2
CN1CCC(N(C)C(=S)NCCc2ccccc2)CC1	1.5	i	i	i	-1.1	i	i	i	i	i	-2.8
CCOC(=O)C1(CCOc2ccccc2)CCN(CCCn2cccn2)CC1	-0.5	i	i	i	0.6	i	i	i	i	i	-11.6
O=C(NCc1ccco1)c1ccc2[nH]c(=O)c(=O)[nH]c2c1	0.7	i	i	i	-2.5	i	i	i	i	i	-3.7
Cc1nn(-c2ccccc2)c(Cl)c1/C=C/C(=O)c1ccc(O)cc1	13.4	i	i	i	8.9	i	i	i	i	i	-7.9
CC1(C)CC(=O)C2=C(C1)NC(=O)NC2c1ccccc1Cl (centres undefined)	-4.0	i	i	i	21.3	i	i	i	i	i	-8.2
CCS(=O)(=O)c1ccc2oc(Nc3ccccc3Cl)nc2c1	57.3*	i	i	i	2.9	i	i	i	i	i	-5.2
CCN(CC)c1ccc(NC(=O)CN2C(=O)CSc3ncccc32)c(C)c1	-0.9	i	i	i	-1.1	i	i	i	i	i	-3.0
C/C(CC(=O)Nc1ccc(N(C)C)cc1)=N\NC(=O)Cc1csc(N)n1	1.3	i	i	i	2.1	i	i	i	i	i	-3.2
CCOC(=O)c1ccc(NC(=O)c2nc[nH]c2C(=O)N[C@@H](Cc2ccccc2)C(=O)OC(C)(C)C)cc1	8.2	i	i	i	-4.7	i	i	i	·	i	0.7
c1ccc(CNc2ncnc3ccccc23)cc1	-3.4&-1.9	i	i	i	-2.3&8.5	i	i	i	i	i	-9.1&-10.2
c1ccc(-c2nccc(-c3ccc(-n4cnc5ccccc54)cc3)n2)cc1	0.4	i	i	i	-0.5	i	i	i	i	i	0.6
CSc1ccc(CCNC(=O)Cn2ncc3c([nH]c4ccccc43)c2=O)cc1	-0.4	i	i	i	-2.4	i	i	i	i	i	-1.5
Clc1ccc(COn2c(-c3ccc(Cl)cc3Cl)nc3ncccc32)cc1	-2.2	i	i	-10.6*	5.2	i	i	80*	-9*	i	-7.7
Cc1nn(-c2ccccn2)c(C)c1Oc1ccccc1O	-7.4	i	i	i	-4.3	i	i	i	i	i	-3.8
COc1ccc(NS(=O)(=O)c2ccc(Cl)c(NC(=O)c3cccnc3Cl)c2)cc1	-9.1	i	i	i	-6.2	i	i	i	i	i	-9.8
O=C(NC1CCCC1)C(c1cccnc1)N(C(=O)c1csnn1)C1CC1 (centres undefined)	-1.7	i	i	i	-3.2	i	i	i	i	i	-1.2
Cc1ccccc1C(=O)N1CCC(n2nccc2NC(=O)C2CC2)CC1	1.0	i	i	i	-8.0	i	i	i	i	i	-9.4
COc1ccc(S(=O)(=O)N2CC(O)CC2C(=O)OCc2nc3sc(C)c(C)c3c(=O)[nH]2)cc1 (centres undefined)	18.5	i	i	i	3.4	i	i	i	i	i	-7.1
COn1c2c(c3c4nonc4ccc31)CCCC2	0.4	i	i	i	24.1	i	i	i	i	i	-3.0
Nc1cc(Cl)ccc1N1C(=O)CCC1=O	-6.5	i	i	i	0.8	i	i	i	i	i	1.0
C=Cc1ccc(C(=O)NC2CCCN(Cc3ccccc3F)C2)cc1 (centres undefined)	8.5	i	i	i	1.5	i	i	i	i	i	0.6
CCOc1cccc(CN2CCC(n3nccc3NC(=O)CCCc3ccccc3)CC2)c1	-4.3	i	i	i	1.5	i	i	i	i	i	-8.5
COc1ccc(NC(=O)NNC(=O)COc2ccc3cc(Br)ccc3c2)cc1OC	-6.7	i	i	i	-7.1	i	i	i	i	i	-12.3
Cc1ccc(NC(=O)c2cccs2)cc1S(=O)(=O)Nc1cccc(Cl)c1	-10.7	i	i	-7.79*	-0.4	i	i	i	i	i	-9.4
COc1ccc(-c2cc(C(=O)c3c(N)n(C)c(=O)n(C)c3=O)c3ccccc3n2)cc1OC	0.8	i	i	i	-5.6	i	i	i	i	i	-10.8
CN(c1cccc(NC(=O)c2ccc(CN3CCc4ccccc4C3)cc2)c1)S(C)(=O)=O	2.4	i	i	i	1.6	i	i	i	i	i	-1.0
O=C(O)C1C2C=CC(O2)C1C(=O)NCc1ccc(Cl)cc1 (centres undefined)	3.7	i	i	i	1.2	i	i	i	i	i	-10.6
CCc1nc2ccc(C(=O)NCc3ccco3)cc2nc1CC	-15.7	i	i	i	9.8	i	i	i	i	i	-7.4
CCOC(=O)c1sc(-c2ccc(C)cc2)c(C#N)c1C	1.2	i	i	i	-6.3	i	i	i	i	i	-7.7
CC(C)OC(=O)c1ccc2nc3ccccc3nc2c1	3.5	i	i	i	5.3	i	i	i	i	i	-3.7
Cc1cc(=O)[nH]c(N/N=C/c2ccc(N(C)C)cc2)n1	1.9	i	i	i	-3.2	i	i	i	i	i	-9.6
O=C1C2CC=CCC2C(=O)N1Cc1ccccc1 (centres undefined)	-2.8	i	i	i	-7.0	i	i	i	i	i	2.3
O=C(Nc1ccccc1-c1ccccc1)c1ccc(Cl)c([N+](=O)[O-])c1	3.0	i	i	i	2.2	i	i	i	i	i	-7.9
CCOc1cc(NC(=O)c2ccccn2)c(OCC)cc1NC(=O)c1ccc(C)cc1	5.1	i	i	i	-3.8	i	i	i	i	i	-8.6
COc1ccc(-c2nnc3ccc(SCC(=O)N4CCCC4)nn23)cc1	-5.9	i	i	i	5.6	i	i	i	i	i	-6.5
Cc1ccc(CNC(=O)CCNS(=O)(=O)c2cccc3nonc23)cc1	-1.4	i	i	i	-5.5	i	i	i	i	i	-9.6
Cc1nc2ccccn2c1C(=O)/C=C/c1cccc([N+](=O)[O-])c1	2.2	i	i	i	-3.3	i	i	i	i	i	-8.4
COc1ccccc1CN1CC(C(=O)NCc2cc(F)ccc2C)CCC1=O (centres undefined)	3.4	i	·	i	2.1	i	i	i	i	i	-14.3
CCOC(=O)C1CCN(S(=O)(=O)CCNC(=O)c2ccc(F)cc2)CC1	1.5	i	i	i	2.0	i	i	i	i	i	-16.2
Cc1ccc(CN2C(=O)[C@@H]3Cc4c([nH]c5ccccc45)C(C)(C)N3C2=O)cc1	3.1	i	i	i	14.7	i	i	i	i	i	-7.0
Cc1nnc(SCC(=O)Nc2ccc3[nH]c(=O)[nH]c3c2)s1	7.7	i	i	i	-1.3	i	i	i	i	i	-17.7
Cc1cccc(CS(=O)(=O)Cc2ccc(C(=O)NCc3ccco3)o2)c1	26.4	i	i	i	-4.3	i	i	i	i	i	-10.3
CC(C)=CC(=O)OCC(=O)Nc1ccc(SC(F)F)cc1	-47.2	i	i	i	-3.6	i	i	i	i	i	-7.6
CC1C/C(=N\NC(=O)c2ccc(NS(=O)(=O)c3ccc(Br)cc3)cc2)CC(C)(C)C1 (centres undefined)	-6.7	i	i	i	-0.9	i	i	i	i	i	-6.3
O=c1nc(N/N=C/c2ccccn2)cn[nH]1	-0.9	i	i	i	-3.8	i	i	i	i	i	1.4
COc1ccc(/C=N\n2nnc3ccccc32)cc1	22.6	i	i	i	2.9	i	i	i	i	i	-3.9
O=C(O)CSc1nnc(-c2ccncc2)n1CCc1ccccc1	0.5	i	i	i	-1.9	i	i	i	i	i	-7.5
O=C(Nc1nnc(SCC(=O)N2CCCc3ccccc32)s1)c1ccc2ccccc2c1	-0.6	i	i	i	4.2	i	i	i	i	i	-6.9
Cc1cc(C)c(CN2CCCC(CNC(=O)c3ccc(F)cc3)C2)c(-n2cccn2)c1 (centres undefined)	0.7	i	i	i	5.0	i	i	i	i	i	-24.8
CCc1ccc(-c2cc(C)no2)cc1S(=O)(=O)N1CCN(c2ccc(C(C)=O)cc2)CC1	-10.8	i	i	i	0.1	i	i	i	i	i	-18.4
c1ccc2c(c1)oc1c(NCC3CCCO3)ncnc12 (centres undefined)	4.0	i	i	i	6.9	i	i	i	i	i	1.3
CCN(CC)C(=O)CSc1nc2[nH]ncc2c(=O)[nH]1	1.0	i	i	i	-25.1	i	i	i	i	i	-1.4
CCOC(=O)N1CCN(C2CCCN(C(=O)c3cccc(N(C)C)c3)C2)CC1 (centres undefined)	2.6	i	i	i	-1.5	i	i	i	i	i	-0.7
Cc1cc(C)c(S(=O)(=O)NC2CC2)c(C)c1	8.3	i	i	i	3.2	i	i	i	i	i	-10.2
COc1ccccc1-n1c(SCC(=O)Nc2ccc(Br)cc2)nc(O)cc1=O	10.4	i	i	i	·	i	i	i	i	i	-0.5
COc1ccc(NC(=O)CSc2nc3ccccc3c(=O)n2CCCN2CCOCC2)c(OC)c1	1.2	i	i	i	-2.5	i	i	i	i	i	-12.1
CC1CN(C(=O)CCC(=O)N2CCN(c3ccccn3)CC2)c2ccccc2O1 (centres undefined)	9.3	i	i	i	-0.6	i	i	i	i	i	-12.9
O=C(CN1C(=O)S/C(=C\C=C\c2ccccc2)C1=O)Nc1cccc(O)c1	1.1	i	i	i	-2.2	i	i	i	i	i	-6.5

Additional records follow.
Compound	Platelet DG rel	KCNQ1 inh	PolyA inh	KCNK9 block	DYRK1A inh	KCNQ1 pot	KCNK3 inh	TRPC4 act	TRPC4 block	TRPC4 PAM	hERG rescue
N#CC(C#N)=C1C(=O)N(CCN2CCCCC2)c2ccccc21	3.3	i	i	i	2.9	i	i	i	i	i	-7.0
Cc1cccn2c(CN[C@@H]3CCCC[C@H]3c3ccccc3)c(C(=O)N3CCOCC3)nc12	2.7	i	i	i	10.1	i	i	i	i	i	-12.1
O=C(OCC1OC(n2cc(Br)c(=O)[nH]c2=O)C(Br)C1O)c1ccccc1 (centres undefined)	8.0	i	i	i	-2.5	i	i	i	i	i	-6.4
CCOC(=O)CSC1=NC(=O)/C(=C/c2ccc(Br)cc2)S1	-0.5	i	i	i	·	i	i	i	i	i	-13.2
